# CYP2C19 inhib: blockers of cytochrome P450 2C19 activity – biochemical, luminescence, ADME assay, primary screen; hit rate 21% among 96,000; CYP2C19 Supersomes, luciferin-H EGE luminescence, 30 min; P33261; AID 778, 2007; inhibition, % at 5 µM;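 active = CYP2C19 inhibition above a set limit at 5 µM in the primary screen, cut at about 50% in these data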;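 note: plate controls were negative control wells for no effect and 2.5 mM tranylcypromine positive control for full effect; values of inactives mirror those of a sister screen read the other way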
# Target sequence (P33261 whole entry, looked up): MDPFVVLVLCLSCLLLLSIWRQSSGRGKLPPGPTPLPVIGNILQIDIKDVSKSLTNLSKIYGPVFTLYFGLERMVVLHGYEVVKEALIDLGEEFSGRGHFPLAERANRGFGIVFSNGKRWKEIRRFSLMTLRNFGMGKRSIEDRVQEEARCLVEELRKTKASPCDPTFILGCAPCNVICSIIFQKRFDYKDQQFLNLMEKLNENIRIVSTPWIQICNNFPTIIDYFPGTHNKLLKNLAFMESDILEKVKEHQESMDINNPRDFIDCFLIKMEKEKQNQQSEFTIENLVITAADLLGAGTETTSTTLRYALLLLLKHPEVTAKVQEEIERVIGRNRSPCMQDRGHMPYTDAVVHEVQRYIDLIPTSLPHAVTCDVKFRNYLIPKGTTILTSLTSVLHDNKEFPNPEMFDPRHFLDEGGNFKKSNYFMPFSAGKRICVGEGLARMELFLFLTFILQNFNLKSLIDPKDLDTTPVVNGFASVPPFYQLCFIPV
# PLK1 kinase inh: human PLK1 kinase inhibitors, primary screen, biochemical, TR-FRET; inhibition, % at 10 µM; hit rate 0.53% among 97,000; Serine/threonine-protein kinase PLK1 (Homo sapiens), P53350; recombinant PLK1 kinase, TR-FRET peptide phosphorylation;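 active = inhibition of 50% or more in the single-concentration screen; inactive = inhibition below 50%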;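 note: 0% = DMSO max control and 100% = H-89 dihydrochloride min control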
# Plk1 PBD FP: Plk1 polo box domain binding inhibitors, primary screen, biochemical, fluorescence polarization; Plk1 PBD phosphopeptide binding; inhibition, %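 (tested at about 20 µM)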; hit rate 0.13% among 97,000; in the data active = inhibition above about 34%, passing the limit was not always enough
# EphB4 ephrin blk: EphB4-ephrin-B2 interaction antagonists, primary screen, biochemical, TNYL-RAW peptide probe, fluorescence polarization. Ephrin type-B receptor 4 (Homo sapiens), P54760. AID 720, 2007. hit rate 0.15% among 97,000. inhibition, % at 7 µM. EphB4 LBD / TNYL-RAW-Alexa532 peptide;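 active = inhibition above the screen-wide mean inhibition plus 3 SD, cut at about 15% in these data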;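 note: 0% = DMSO wells and 100% = excess unlabeled TNYL-RAW peptide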
# PLAP act: PLAP enzyme activators, biochemical, luminescence, HTS; purified PLAP enzyme, luminescent substrate read-out; active compounds read high; hit rate 1.2% among 96,000; AID 696, 2007; activation fold at 20 µM; in the data active = activation fold above about 2
# CYP2C9 inhib: blockers of cytochrome P450 2C9 activity – biochemical, luminescence, ADME assay, primary screen | P11712 | CYP2C9 Supersomes, luciferin-H conversion | inhibition, % at 5 µM | hit rate 20% among 96,000 | AID 777, 2007;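 active = blocking of liver enzyme CYP2C9 beyond about 50% at 5 µM, limit read from the data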; note: values of inactives mirror those of a sister screen read the other way
# Target sequence (P11712 whole entry, looked up): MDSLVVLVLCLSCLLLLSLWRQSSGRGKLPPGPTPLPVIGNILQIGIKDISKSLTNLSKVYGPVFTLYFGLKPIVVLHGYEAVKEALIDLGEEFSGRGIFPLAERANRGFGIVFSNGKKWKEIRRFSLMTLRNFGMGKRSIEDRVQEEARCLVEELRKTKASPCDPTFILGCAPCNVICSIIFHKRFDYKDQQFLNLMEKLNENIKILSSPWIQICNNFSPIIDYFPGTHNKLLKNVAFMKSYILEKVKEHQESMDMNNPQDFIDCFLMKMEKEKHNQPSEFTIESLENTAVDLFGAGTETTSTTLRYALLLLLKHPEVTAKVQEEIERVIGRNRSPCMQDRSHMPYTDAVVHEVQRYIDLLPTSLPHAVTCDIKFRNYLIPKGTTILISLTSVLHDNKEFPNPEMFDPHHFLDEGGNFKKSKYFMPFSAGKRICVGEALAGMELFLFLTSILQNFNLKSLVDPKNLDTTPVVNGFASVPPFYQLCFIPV
# HIV Rev-RRE inh: HIV-1 Rev-RRE binding inhibitors, primary screen, biochemical, FRET, protein-RNA interaction | Rev peptide-RRE RNA binding | AID 704, 2007 | inhibition, % at 8 µM | hit rate 0.79% among 97,000;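 active = inhibition above the screen-wide mean plus 3 SD, cut at about 35% in these data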;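 note: 0% = median DMSO wells and 100% = median Neomycin B control wells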
# Target sequence (P05866 whole entry, looked up): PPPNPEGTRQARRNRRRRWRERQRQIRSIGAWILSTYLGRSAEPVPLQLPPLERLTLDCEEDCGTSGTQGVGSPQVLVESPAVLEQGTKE
#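 System: Cy5-labelled duplex RRE RNA binding fluorescein-labelled HIV Rev peptide; Signal: fluorescein-to-Cy5 FRET, 480 nm excitation; Also added: labelled Rev peptide; Compound: one concentration, 8 µM nominal; Buffer or medium: HEPES pH 7.5 salt buffer with EDTA; Read-out: % inhibition of FRET ratio versus controls; Schedule: 5 min preincubation and 15 min binding, 25 °C.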
# CYP2C19 activ: human CYP2C19 activators, primary screen, biochemical, luminescence; Cytochrome P450 2C19 (Homo sapiens), P33261; recombinant CYP2C19, luciferin-H EGE luminescence; active compounds read high; 0 = fully inhibited enzyme, 1 = untreated enzyme; activation factor at 5 µM; 96,000 tested, under 10 active; AID 1025, 2008;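 active = activation factor of at least 2 at 5 µM in the primary screen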;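 note: 0 = wells with 2.5 mM tranylcypromine and 1 = vehicle-only wells; values of inactives mirror those of a sister screen read the other way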
# CYP2C9 activ: human CYP2C9 activators, primary screen, biochemical, luminescence. Cytochrome P450 2C9 (Homo sapiens), P11712. recombinant CYP2C9, luciferin-H conversion; active compounds read high; factor 1 = untreated enzyme, 0 = blocked. activation factor at 5 µM. hit rate 1.4% among 96,000. AID 1024, 2008;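 active = activation factor of 2 or more for CYP2C9 at a 5 µM dose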;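 note: 0 = sulfaphenazole-blocked wells and 1 = vehicle-only wells; values of inactives mirror those of a sister screen read the other way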
# Numbers without * were called inactive; · = not tested or not shown.
Compound,CYP2C19 inhib,PLK1 kinase inh,Plk1 PBD FP,EphB4 ephrin blk,PLAP act,CYP2C9 inhib,HIV Rev-RRE inh,CYP2C19 activ,CYP2C9 activ
CCOc1ccccc1NC1=CC(=O)CC(c2ccccc2)C1 (stereo unspecified),50,-9,-5,2,1.3,7,2,0.5,0.9
COc1ccc(CNC(=O)Cn2c(=O)oc3ccccc32)cc1OC,19,-11,-7,1,1.3,-9,10,0.8,1.1
Cc1cccc(C(=O)N2c3ccccc3C(=O)OC2c2ccc3c(c2)OCO3)c1 (stereo unspecified),27,-8,-39,-1,1,58*,1,0.7,0.4
CCc1nc2ccccc2c(C(=O)OCC(=O)NCCCN2CCCC2=O)c1C,21,-13,-12,-7,1.8,-28,1,0.8,1.3
Cc1ccc(CSc2nc3c(c(=O)[nH]2)C(c2ccncc2)C2=C(CCCC2=O)N3)cc1 (stereo unspecified),94*,0,-1,-9,1.5,95*,-3,0.1,0.1
Cc1cc(C)c(S(=O)(=O)c2ccccc2)c(OC(=O)c2ccc(Cl)cc2Cl)n1,-8,0,21,-1,0.9,-6,7,1.1,1.1
CCOC(=O)COc1ccc(S(=O)(=O)N2CCN(c3ccc(F)cc3)CC2)cc1,22,0,15,-4,0.9,50*,15,0.8,0.5
Cc1cc(C)c2c(=O)cc(C(F)F)oc2c1,31,0,-2,-8,1.1,5,2,0.7,1
Cc1ccc(S(=O)(=O)c2nc(-c3ccc(F)cc3)oc2SCC(=O)NCC2CCCO2)cc1 (stereo unspecified),·,-6,11,3,·,·,11,·,·
Cc1cc(C(=O)O)c(CSCc2cc(C(=O)O)oc2C)o1,22,0,-6,-6,0.9,-75,9,0.8,1.7
CCCOc1ccc(N2C(=O)CC(N(C(=O)c3ccco3)c3ccc(OCCC)cc3)C2=O)cc1 (stereo unspecified),1,3,-18,-3,1,17,1,1,0.8
COc1cc(C2NC(=S)NC(C)=C2C(=O)OC(C)C)ccc1OC(C)C (stereo unspecified),·,-6,-2,2,·,·,6,·,·
C=COCCn1c(=N)n(CCC)c2ccccc21,-6,-2,-18,-9,0.8,6,3,1.1,0.9
CCOC(=O)COc1cc(=O)n(CC)c2ccccc12,20,-4,-8,0,1,30,5,0.8,0.7
CCOC(=O)CSc1nnc(CNC(=O)c2ccc(OC)cc2)n1Cc1ccccc1,31,-9,-18,2,1.2,9,-2,0.7,0.9
Oc1c(Cl)cccc1C=Nc1cc(C(F)(F)F)ccc1N1CCCC1,-4,-2,0,-3,1,13,3,1,0.9
CN1C(=S)SC(/[N+]([O-])=C\c2ccccc2)C1(C)C (stereo unspecified),9,-7,-10,-1,1.1,-7,1,0.9,1.1
CCOC(=O)Cc1nnc(NC(=O)CSc2ccccc2)s1,-10,-5,1,4,1,17,7,1.1,0.8
O=C(O)CCC(=O)NC1CCCCCCC1,-2,-5,-6,4,1,-8,5,1,1.1
CCOCC(=O)Nc1cc(C(=O)Nc2ccccc2)ccc1Cl,6,-11,11,0,1,45,4,0.9,0.5
Cc1csc(SCC(=O)c2ccc(S(=O)(=O)N3CCOCC3)cc2)n1,48,-13,13,1,1.4,40,9,0.5,0.6
O=C(Nc1ccccc1)Nc1ccccc1C(=O)NCc1ccco1,79*,-11,5,8,0.8,88*,1,0.2,0.1
COc1cccc(C2N(c3ccc(Cl)cc3)C(=O)C3CCCN32)c1 (stereo unspecified),·,-10,2,-6,·,·,0,·,·
CC(=O)N(C)c1ccc(OCC(O)COc2ccc(N(C)C(C)=O)cc2)cc1,-11,-11,4,-4,1.3,-6,-3,1.1,1.1
COc1ccc(CCNC(=O)CS(=O)Cc2nc(-c3cccs3)oc2C)cc1OC (stereo unspecified),-1,7,16,-4,1.3,8,3,1,0.9
Cc1noc(NS(=O)(=O)c2ccc(NC(=O)CSc3nc4ccccc4[nH]3)cc2)c1C,-11,-6,2,-5,1.1,25,3,1.1,0.7
O=c1oc2ccccc2c(O)c1/C=N/c1ncccn1,8,·,·,·,0.9,-3,·,0.9,1
CC(CO)Nc1nc(SCc2ccccc2)nc2sc3c(c12)CCC3 (stereo unspecified),24,-8,-27,-8,1,56*,1,0.8,0.4
Cc1ccc2cc(CCNC(=O)C3CCCC3)c(=O)[nH]c2c1,0,·,·,·,0.9,-11,·,1,1.1
Cc1cc(=O)[nH]c(SC/C=C/c2ccccc2)n1,47,0,18,-6,1,32,-1,0.5,0.7
Cc1cc(C)c2[nH]c(=O)c(CN(CC3CCCO3)S(=O)(=O)c3ccc4c(c3)OCCO4)cc2c1 (stereo unspecified),78*,-8,-8,-8,1.7,92*,-3,0.2,0.1
CN1CCN(Cc2nc3c(c(=O)n(C)c(=O)n3C)n2CCCc2ccccc2)CC1,5,-8,-6,-2,1.4,11,7,1,0.9
CCN(C(=O)COc1ncnc2scc(-c3ccc(F)cc3)c12)C1CCS(=O)(=O)C1 (stereo unspecified),21,20,4,3,1.4,2,0,0.8,1
CC(C)CN1C(=O)C(=O)N(CC(=O)NCc2ccc3c(c2)OCO3)C1=O,49,-9,42,6,0.8,17,7,0.5,0.8
CNC(=S)NNC(=O)c1cccn(Cc2ccc(Cl)cc2Cl)c1=O,-9,1,-2,-5,1.6,-7,2,1.1,1.1
O=C(Nc1ccc(Cl)c(Cl)c1)N(CCCN1CCOCC1)Cc1cccs1,89*,-8,28,1,1.5,84*,11,0.1,0.2

# Three compounds already listed, arranged by heavy-atom count, high to low.
Compound,CYP2C19 inhib,PLK1 kinase inh,Plk1 PBD FP,EphB4 ephrin blk,PLAP act,CYP2C9 inhib,HIV Rev-RRE inh,CYP2C19 activ,CYP2C9 activ
Cc1cc(C)c2[nH]c(=O)c(CN(CC3CCCO3)S(=O)(=O)c3ccc4c(c3)OCCO4)cc2c1 (stereo unspecified),78*,-8,-8,-8,1.7,92*,-3,0.2,0.1
CCN(C(=O)COc1ncnc2scc(-c3ccc(F)cc3)c12)C1CCS(=O)(=O)C1 (stereo unspecified),21,20,4,3,1.4,2,0,0.8,1
CNC(=S)NNC(=O)c1cccn(Cc2ccc(Cl)cc2Cl)c1=O,-9,1,-2,-5,1.6,-7,2,1.1,1.1

# More records.
Compound,CYP2C19 inhib,PLK1 kinase inh,Plk1 PBD FP,EphB4 ephrin blk,PLAP act,CYP2C9 inhib,HIV Rev-RRE inh,CYP2C19 activ,CYP2C9 activ
Cc1ccccc1CSc1nnc(-c2cccnc2)n1N,28,-18,6,12,0.7,-27,8,0.7,1.3
CCCc1[nH]nc2c1C(c1c(C)nn(-c3ccccc3)c1Cl)C(C#N)=C(N)O2 (stereo unspecified),49,·,·,·,1.7,53*,·,0.5,0.5
O=C(Cn1nc(C(F)(F)F)c2c1CCCC2)NC1CCCC1,32,-6,-13,4,1.1,-24,5,0.7,1.2
O=C1C=C(c2ccc(Cl)cc2)OC2(CCCC2)O1,24,-9,-11,4,0.9,36,4,0.8,0.6
CCOc1ccc(-c2cc(C(=O)O)c3ccccc3n2)c(OCC)c1,·,-13,10,2,·,·,2,·,·
O=C(CSc1nc(-c2ccco2)cc(C(F)(F)F)n1)NCCCn1ccnc1,91*,-13,-1,2,1.1,96*,1,0.1,0
CCc1nc(SCC(=O)Nc2sc(C)c(C)c2C(=O)OC)c2ccccc2n1,14,-10,-38,-1,0.9,54*,1,0.9,0.5
COCCCN(C(=O)Nc1cccc(Cl)c1)C(C)c1ccccn1 (stereo unspecified),·,-7,-9,5,·,·,6,·,·
CCc1ccc(CCC(=O)Nc2nccs2)o1,58*,-8,13,-3,0.8,48,4,0.4,0.5
COc1ccc(-c2noc(CSc3nnc(-c4ccccc4)n3C)n2)cc1,84*,-10,-17,-2,1.5,66*,2,0.2,0.3
CCCCOc1ccccc1C1C(C(N)=O)=C(C)Nc2nnnn21 (stereo unspecified),-2,-5,-5,-7,1,-1,1,1,1
Cc1cc(C(=O)CSc2nnc(Nc3ccccc3F)s2)c(C)n1CC1CCCO1 (stereo unspecified),53*,-3,11,15*,1.9,56*,3,0.5,0.4
O=C(c1cc(C2CC2)on1)N1CCN(C(c2ccccc2)c2ccccc2)CC1,-4,-7,-5,3,1.1,16,5,1,0.8
Cn1c(=O)c2c(nc(NCCCN3CCOCC3)n2Cc2ccc(Cl)c(Cl)c2)n(C)c1=O,·,-16,-16,-1,·,·,6,·,·
Cn1cnc2c1c(=O)n(Cc1ccc(F)cc1Cl)c(=O)n2C,22,-14,5,10,0.7,-6,5,0.8,1.1
Brc1cc2c(cc1COc1ccc(-c3nn[nH]n3)cc1)OCO2,·,-11,-3,11,·,·,4,·,·
Cc1nnc2n(c1=O)C(CS(=O)(=O)c1ccccc1)CS2 (stereo unspecified),0,-5,4,-9,1,-2,3,1,1
O=c1cc(O)c2c(=O)n(-c3ccccc3)c3ccccc3c2o1,38,-15,-2,-3,1,8,45*,0.6,0.9
COC1(OC)N=C(N)C2(C#N)C(c3ccc(C)cc3)C12C#N (stereo unspecified),10,-9,8,4,1.1,3,1,0.9,1
O=C(OC1CCCCC1)c1ccc(NC(=O)C2CCCCC2)cc1,8,-2,5,-5,0.7,7,13,0.9,0.9
CCOC(=O)N1CCN(S(=O)(=O)c2cc(OCC(N)=O)c(C)cc2Cl)CC1,48,-16,-29,-2,1.1,7,2,0.5,0.9
O=C(COC(=O)C1CCN(C(=O)c2ccc(Cl)cc2)CC1)c1ccco1,37,-11,-6,-1,1.3,31,-1,0.6,0.7
O=C(CSc1nc(Nc2ccccc2)nc(N2CCOCC2)n1)N1CCc2ccccc21,33,-6,-3,-5,0.9,46,1,0.7,0.5
CCn1cc(C(=O)Nc2ccc(-n3cnnn3)c(OC)c2)c(=O)c2ccc(C)nc21,2,-7,1,0,1,13,2,1,0.9
COc1ccc(-n2nnnc2SCC(=O)c2cccc(OC)c2)cc1,27,-20,-24,6,0.9,27,3,0.7,0.7
CCN(CC)C(=O)CSc1ncnc2sc(-c3ccccc3)cc12,97*,-2,-10,2,1.6,93*,6,0,0.1
O=C(NCCc1csc(-c2cccnc2)n1)c1ccccc1,82*,-13,6,-9,0.9,65*,1,0.2,0.4
CCCCS(=O)CC(O)COCC (stereo unspecified),-14,-13,12,5,1.1,-6,11,1.1,1.1
CC1=CC2(C#N)C3(N=C(N)C2(C#N)C(c2ccccc2)N1)OCCO3 (stereo unspecified),-6,-5,6,0,0.9,-6,12,1.1,1.1
CSc1ccc(Cl)c(C(=O)OCC(=O)NC2CC2)c1,23,1,-16,-5,0.8,-6,1,0.8,1.1
CCOC(=O)c1ccc(S(=O)(=O)n2c(CN3CCCCC3)nc3ccccc32)cc1,-13,-7,-18,5,1.1,4,14,1.1,1
O=C(O)Cc1ccc(C(=O)c2ccc(Cl)cc2)s1,14,-16,4,-3,1.2,14,-1,0.9,0.9
O=Cc1cn(CC(=O)N2CCOCC2)c2ccccc12,·,-14,-10,-4,·,·,6,·,·
CC(=O)c1cnc(Nc2ccccc2)s1,-7,-9,6,-4,0.9,-13,5,1.1,1.1
N#Cc1nc(Cc2cccc3ccccc23)oc1NCCCn1ccnc1,98*,7,-2,3,1.8,97*,5,0,0
Cc1cc(NC(=O)COc2ccc(Cl)cc2Cl)n(CCC#N)n1,99*,-11,5,-10,1.5,16,3,0,0.8
